Bioassay records: PubChem BioAssay, National Center for Advancing Translational Sciences (NCATS)
TGFb SMAD3 inh: qHTS for Inhibitors of TGF-b | actives 1.2% (n = 410,000) | Potency, µM (top dose mostly 46.1 µM), inactives show at the highest dose activity, negative = inhibition, usual class: inhibitors | HepG2 CAGA-GFP TGF-b/SMAD3 reporter, GFP fluorescence, 18 h; TGF-beta stimulated, 500 pg/mL final; also: % is scaled to controls: 0 for no effect and ±100 for the full control effect; nearly all actives have a fitted effect of over 65% in size
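Inhibition was scored as loss of TGF-beta-induced (500 pg/mL final, 18 hours, 37 degrees C) GFP in HEPG2 cells carrying a CAGA-GFP reporter, in DMEM with 1% FBS. Well GFP was summed per cell; Activity was normalised to unstimulated and stimulated DMSO wells, then concentration-response fitting.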
MCF10A rerep: A quantitative high throughput screen for small molecules that induce DNA re-replication in MCF 10a normal breast cells; Potency, µM (highest dose often 46.1 µM), for inactives: at the highest dose activity, positive = re-replication, most hits filed as activators; actives 2.9% (n = 350,000); MCF 10A DNA re-replication, Hoechst nuclear intensity, 48 h; also: % of control where 0% means no effect; nearly all actives have a fitted effect of over 50% in size
Nrf2 ARE act: qHTS of Nrf2 Activators; Potency, µM (series often up to 46.1 µM), for inactives: at the highest dose activation, usual class: activators; AID 624171, 2012; AREc32 ARE-luciferase reporter (MCF7-derived line), luminescence, 24 h; actives 0.31% (n = 410,000); also: % of control where 0% means no effect; nearly all actives have a fitted effect of over 65% in size
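AREc32 cells carrying an ARE-driven firefly luciferase, 1000 cells/well in OPTI-MEM with 5% FBS, dosed after overnight attachment and incubated 24 hr at 37 deg C. Steady-Glo luminescence read after 30 min at RT.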
Nrf2 inh: Nrf2 qHTS screen for inhibitors | A549 ARE-Fluc reporter, luciferase luminescence, 18-24 h | Potency, µM (doses to about 46 µM), for inactives: top-dose activity change, negative = inhibition, actives largely listed as inhibitors | actives 2.1% (n = 360,000); also: % is scaled to controls: 0 for no effect and ±100 for the full control effect; nearly all actives have a fitted effect of over 60% in size
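Two sequential reads on A549 ARE_Fluc cells exposed to compound for 18-24 h: a CellTiter-Fluor fluorescence read for viability, then a luciferase luminescence read for Nrf2/ARE activity.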
EPAC2 antagonist: qHTS for Antagonist of cAMP-regulated guanine nucleotide exchange factor 2 (EPAC2): primary screen; Potency, µM (top dose mostly 114 µM), without a hit: at the highest dose activity, negative = inhibition, most hits filed as inhibitors; AID 720708, 2013; EPAC2 GEF exchange of Rap1B-BODIPY-GDP, fluorescence; Rap guanine nucleotide exchange factor 4 (Homo sapiens), Q8WZA2; actives 0.18% (n = 360,000); also: % is scaled to controls: 0 for no effect and ±100 for the full control effect; nearly all actives have a fitted effect of over 45% in size; many of its hits are not listed in these tables
Target sequence (Q8WZA2 whole entry, looked up): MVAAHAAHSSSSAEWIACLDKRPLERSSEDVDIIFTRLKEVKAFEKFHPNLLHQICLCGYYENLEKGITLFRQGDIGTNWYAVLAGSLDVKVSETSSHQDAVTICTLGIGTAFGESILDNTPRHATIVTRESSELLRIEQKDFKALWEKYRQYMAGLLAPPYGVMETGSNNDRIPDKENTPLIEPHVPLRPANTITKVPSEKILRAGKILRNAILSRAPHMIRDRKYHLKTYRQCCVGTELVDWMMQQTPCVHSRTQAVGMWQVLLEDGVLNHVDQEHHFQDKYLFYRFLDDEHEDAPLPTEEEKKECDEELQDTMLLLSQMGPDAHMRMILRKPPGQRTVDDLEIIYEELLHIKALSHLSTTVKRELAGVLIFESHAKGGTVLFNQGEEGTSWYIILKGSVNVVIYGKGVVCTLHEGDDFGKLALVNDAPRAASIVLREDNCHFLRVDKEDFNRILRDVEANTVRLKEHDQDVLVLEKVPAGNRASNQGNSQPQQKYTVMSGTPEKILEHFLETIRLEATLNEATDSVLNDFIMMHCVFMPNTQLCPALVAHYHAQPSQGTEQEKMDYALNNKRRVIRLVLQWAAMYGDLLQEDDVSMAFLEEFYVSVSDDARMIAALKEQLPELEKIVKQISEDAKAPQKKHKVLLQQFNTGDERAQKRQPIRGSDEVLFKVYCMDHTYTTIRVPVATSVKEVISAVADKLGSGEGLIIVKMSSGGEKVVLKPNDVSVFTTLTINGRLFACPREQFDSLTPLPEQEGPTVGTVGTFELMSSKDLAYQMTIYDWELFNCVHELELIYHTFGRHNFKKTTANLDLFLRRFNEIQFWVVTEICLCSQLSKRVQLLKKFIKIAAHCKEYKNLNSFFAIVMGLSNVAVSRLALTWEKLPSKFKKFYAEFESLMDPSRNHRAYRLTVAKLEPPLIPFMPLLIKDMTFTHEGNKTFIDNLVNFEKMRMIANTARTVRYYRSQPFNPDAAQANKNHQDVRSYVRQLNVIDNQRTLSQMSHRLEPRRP
HepG2 tox: qHTS for Inhibitors of TGF-b: Cytotox Counterscreen | HepG2 CAGA-GFP viability, ATP luminescence, 18 h | Potency, µM (top dose mostly 46.1 µM), inactives show at the highest dose activity change, negative = cytotoxicity, most hits filed as cytotoxic | actives 0.76% (n = 410,000) | AID 588856, 2011; also: some results filed as inactive show a strong effect at the top dose
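CellTiter-Glo luminescence gave cytotoxicity after 18 hours at 37 degrees C. The cells were HepG2 CAGA-GFP in 1% FBS DMEM, stimulated with 500 pg/mL TGF-beta after compound addition. %Activity was normalised to no-cell wells (complete cell-killing) and DMSO (no toxicity), and curves were fitted and classified.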
A549 tox: Nrf2 qHTS screen for inhibitors: counterscreen for cytotoxicity; A549 ARE-Fluc cells, CellTiter-Fluor viability, 18-24 h; Potency, µM (doses to about 46 µM), inactives show at the top dose activity change, negative = cytotoxicity, usual class: inhibitors; actives 0.16% (n = 390,000); also: % is scaled to controls: 0 for no effect and ±100 for the full control effect
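A549 ARE-Fluc cells in 5% FBS OPTI-MEM, 5000 cells/well, rested 2 h then exposed to compounds in concentration-response for 18-24 h at 37 °C. Viability by CellTiter-Fluor fluorescence (Ex 405/Em 525) after 30 min; luciferase luminescence (BugLite, 15 min, RT) read afterwards.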
ATXN viability: Viability Counterscreen for Primary qHTS for Inhibitors of ATXN expression | AID 651635, 2014 | S2 cells (HEK-293 line with an ATXN2-luciferase reporter) viability, CellTiter-Fluor protease fluorescence, 24 h | Potency, µM (series often up to 56.7 µM), actives largely listed as cytotoxic | actives 0.49% (n = 400,000); also: nearly all actives have a fitted effect of over 40% in size
ATXN2 expr inh: Primary qHTS for Inhibitors of ATXN expression. HEK-293 ATXN2-luciferase reporter, luminescence, 24 h. Potency, µM (top dose mostly 57 µM), without a hit: at the top dose activity change, negative = inhibition, hits mostly inhibitors. actives 0.72% (n = 360,000); also: % is scaled to controls: 0 for no effect and ±100 for the full control effect; nearly all actives have a fitted effect of over 55% in size
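ATXN2-luciferase reporter cells (luciferase flanked by upstream and downstream ATXN2 gene portions) were treated 24 h at 37 °C with compounds at up to 57 uM. SteadyGlo luminescence gave expression; GF-AFC fluorescence gave viability.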
Active calls of the source: *; i = inactive; ? = inconclusive; . = not tested or not shown; [ ] = another dose, or the depositor's remark. Calls follow the shape of the dose curve; as a rule, active = well fitted curve in the direction sought with a large enough effect; inconclusive = small, poorly fitted or top-dose-only effect, or another doubt; inactive = no such curve, though single readings can be large; an effect the other way counts as inactive or inconclusive. Potency is read from the fitted curve at half-maximal effect. The list is partial, so the mix of outcomes need not match the whole.

Values run as follows: TGFb SMAD3 inh, A549 tox, Nrf2 ARE act, MCF10A rerep, Nrf2 inh, ATXN2 expr inh, ATXN viability, EPAC2 antagonist, HepG2 tox
CCN(CC(=O)NCc1ccc(F)cc1)C(=O)COc1ccc2ccccc2c1
    -19.2%, -4.4%, 2.7%, 0.2%, 4.3%, 10.1%, i, -9.8%, -0.8%
CC(OC(=O)CC1CCCCC1)C(=O)Nc1ccc(S(N)(=O)=O)cc1 (configuration not stated)
    15.9%, 1.3%, -0.9%, -5.3%, -17.1%, 2.3%, i, 2.8%, 10.9%
CCC(=O)N1c2ccccc2CC1C(=O)NCCc1ccc(C)cc1 (configuration not stated)
    -23.4%, -17.0%, -1.2%, ., ., 1.2%, i, ., -0.1%
O=C(Nc1ccc(Cl)cc1C(=O)Nc1ccncc1)c1ccco1
    ?, -5.8%, 6.7%, 19.2%, ., 2.1%, i, -3.3%, -5.7%
Cc1c(OCC(=O)NCCN2CCOCC2)ccc2c1oc(=O)c1ccccc12
    14.3%, -7.8%, 2.5%, -1.2%, -0.6%, -14.2%, i, 1.8%, 8.9%
COc1cccc(NC(=O)c2nnn(CC(=O)Nc3cc(C)cc(C)c3)c2N)c1
    18.9%, -10.9%, 4.1%, 0.7%, -31.3%, ?, i, -4.6%, 6.2%
N#C/C(=C\c1ccccc1)c1nc(-c2cc3c(ccc4ccccc43)oc2=O)cs1
    2.1%, 2.6%, 1.2%, ., -3.7%, ., ., ., -3.8%
OC(COc1ccc2ccccc2c1)Cn1ccnc1 (configuration not stated)
    -2.0%, -4.1%, 2.4%, ?, -7.7%, -6.2%, i, 2.3%, -2.3%
COCCn1ccc(O)c(Cc2ccc(Cl)cc2)c1=O
    18.4%, -2.5%, -0.2%, -1.8%, 22.3%, 6.3%, i, 0.6%, 17.6%
CC(=O)OC1C(OC(C)=O)N(C(C)=O)C(=O)N1C(C)=O (configuration not stated)
    10.4%, -6.3%, 1.7%, 4.8%, 11.0%, 5.7%, i, 11.7%, -5.3%
COc1cccc(-c2ccc3c(c2)N(Cc2ccccc2OC)C(=O)C(C)S3)c1 (configuration not stated)
    23.9%, ., 3.0%, ., ., 15.8%, i, 16.5%, -16.5%
CCN(CC)CCN(CC(=O)N(C1CCCCC1)C1CCCCC1)C(=O)c1ccco1
    -6.8%, ?, -0.3%, 3.5%, 3.9%, -23.5%[11.3 µM], i, 1.6%, -4.5%
N#Cc1ccccc1OCC(=O)N(C1CCCCC1)C1CCS(=O)(=O)C1 (configuration not stated)
    -7.8%, -1.0%, 0.0%, 0.4%, -2.3%, -8.4%, i, -3.7%, 3.4%
CCOc1ccc2oc(=O)cc(CN3CCN(C(=O)c4ccc(Cl)cc4)CC3)c2c1
    ?, -4.0%, 6.0%, ., 2.2%, ., ., ., -24.6%
CC(Sc1nc2c([nH]c3ccccc32)c(=O)n1C)c1ccccc1 (configuration not stated)
    -7.8%, 2.0%, 3.3%, -4.2%, -9.9%, 1.5%, i, -3.6%, -42.3%
CCOc1ccc(NC(=O)Cn2cncc2-c2ccc([N+](=O)[O-])cc2)cc1
    ?, -17.2%, 0.1%, ?, -22.2%, 0.0%, ?, -14.2%, -3.8%
Nc1nc2ccc(-c3nc4ccccc4o3)cc2s1
    -25.2%, -6.4%, 4.5%, ?, ?, 5.9%, ?, -0.5%, -8.7%
CSc1ccc(S(=O)(=O)N2CCC(C(=O)NC3CC3)CC2)cc1
    -3.6%, -13.9%, -0.4%, -0.5%, -22.2%, 0.1%, i, -11.1%, 0.4%
CCCSc1nnc2c(n1)OC(c1cccn1C)N(C(C)=O)c1ccccc1-2 (configuration not stated)
    -2.3%, -0.9%, 2.5%, -2.4%, 7.6%, 6.2%, i, 10.6%, -6.0%
OCCN(CCO)Cc1ccc(Br)cc1
    ?, 2.7%, 0.4%, -1.1%, 5.4%, -3.0%, ?, 12.2%, 6.6%
COc1ccc(CCNC(=O)c2ccc(Cn3c(=O)c4ccccc4n(Cc4cccc(Cl)c4)c3=O)cc2)cc1OC
    ?, 1.1%, -0.6%, ., ?, -14.1%, ?, ., -19.0%
Cc1cc(C)n2c(=S)[nH]nc2n1
    19.3%, 1.0%, 3.8%, 2.6%, 1.3%, -0.2%, i, -1.7%, 5.9%
CCCC1NC(=S)NC(C)=C1C(C)=O (configuration not stated)
    -2.8%, -2.3%, 0.4%, -5.1%, -10.9%, ., i, 6.1%, 16.1%
CCOc1cc(NS(=O)(=O)CC)c(OCC)cc1NC(=O)c1ccco1
    5.3%, -4.0%, 11.4%, ?, -34.9%, 4.0%, i, -4.1%, -25.6%
C/C(=N\Nc1cc(C)nc(-c2ccccc2O)n1)c1ccccc1O
    -10.3%, -20.6%, 2.2%, ?, -17.3%, 7.0%, i, 0.0%, -11.5%
Cc1nc(N2CCC(C)CC2)c2c(C)c(C(=O)Nc3cc(F)ccc3C)sc2n1
    -22.0%, 2.4%, 4.3%, 12.1%, -18.6%, -22.7%, i, ?, -13.7%
Cc1c(C(=O)N2CCC(C)CC2)c(S(=O)(=O)Nc2cccc(C#N)c2)c(C)n1C
    0.3%, -2.0%, -0.3%, ., ., ., ., ., 1.4%
O=C(NC1(C(F)(F)F)C(=O)Nc2c1c(=O)[nH]c(=O)n2-c1ccc(F)cc1)c1cccnc1 (configuration not stated)
    0.0%, -2.4%, -0.2%, 0.3%, 0.3%, ., ., 8.3%, -0.4%
COc1ccc(NC(=O)c2cc3ccccc3cc2O)cc1
    ?, ?, 0.4%, 4.61µM*, ?, 76.9%[activator], ., -9.8%, -71.4%
CC1CCCC(C)N1C(=O)Cn1cc(C#N)c2ccccc21 (configuration not stated)
    -5.4%, ?, 0.1%, -2.7%, -6.7%, -1.4%, i, 5.5%, -12.5%
CC(C)(C)OC(=O)N/N=C/c1ccc(Br)cc1
    2.0%, -0.3%, 2.9%, 18.9%, ?, 35.9%[11.3 µM], i, 1.9%, 5.8%
COc1ccc(/C=C2\Sc3ccc(C(=O)NCCCN4CCCC4)cc3N(C)C2=O)cc1OC
    3.1%, 0.1%, 12.6%, 6.4%, -12.3%, ., ?, -11.8%, -29.6%
Cc1ccc(Cc2nc(-c3ccccn3)no2)cc1
    -5.7%, -0.5%, -0.8%, -0.1%, ?, 26.4%, i, 15.3%, -1.2%
COc1ccc(-c2cc(=O)oc3c(C)c(OC(C)C(C)=O)ccc23)cc1 (configuration not stated)
    -12.9%, 0.6%, 0.5%, 14.2%, ?, 15.5%, i, -25.4%, -16.3%
CC(C)C[C@@H](CN)NC(=O)c1nc[nH]c1C(=O)N[C@@H](C)C(=O)CNC[C@H](C)NC(=O)c1nc[nH]c1C(=O)N[C@@H](C)C(=O)O
    8.3%, 0.3%, 0.6%, -1.2%, 6.8%, 5.9%, i, 20.8%, 3.8%
C/C=C/c1ccc(OCCCNC(C)CC)c(OC)c1 (configuration not stated)
    1.8%, 0.3%, 0.2%, 17.4%, -10.8%, -18.6%, i, -8.1%, -2.2%
Cc1cc(N(C)N)nc(NC(=O)NS(=O)(=O)c2ccccc2Cl)n1
    -5.0%, 1.6%, 0.1%, 0.5%, 2.0%, 5.9%, i, 7.5%, 0.9%
CCN(CC(=O)Nc1c(F)cccc1F)C(=O)c1cccc(S(=O)(=O)N2CCCc3ccccc32)c1
    2.0%, ?, -0.1%, 7.9%, 25.9µM*, -26.9%, i, -10.0%, -12.6%
CC(=O)c1sc(NC(=O)COc2ccc(C)c(C)c2)nc1C
    1.2%, -4.8%, 0.3%, 19.4%, 3.8%, 2.4%, i, 15.7%, -4.2%
Cc1ccc(CNC(=O)C2CCCN(c3nc4ccccc4n4cccc34)C2)cc1 (configuration not stated)
    -18.1%, 10.7%, 3.5%, ., -16.1%, ., ., ., -17.9%

Brought forward from above: 4 entries; new compounds follow.
Values run as follows: TGFb SMAD3 inh, A549 tox, Nrf2 ARE act, MCF10A rerep, Nrf2 inh, ATXN2 expr inh, ATXN viability, EPAC2 antagonist, HepG2 tox
Cc1cc(N(C)N)nc(NC(=O)NS(=O)(=O)c2ccccc2Cl)n1
    -5.0%, 1.6%, 0.1%, 0.5%, 2.0%, 5.9%, i, 7.5%, 0.9%
CCN(CC(=O)Nc1c(F)cccc1F)C(=O)c1cccc(S(=O)(=O)N2CCCc3ccccc32)c1
    2.0%, ?, -0.1%, 7.9%, 25.9µM*, -26.9%, i, -10.0%, -12.6%
CC(=O)c1sc(NC(=O)COc2ccc(C)c(C)c2)nc1C
    1.2%, -4.8%, 0.3%, 19.4%, 3.8%, 2.4%, i, 15.7%, -4.2%
Cc1ccc(CNC(=O)C2CCCN(c3nc4ccccc4n4cccc34)C2)cc1 (configuration not stated)
    -18.1%, 10.7%, 3.5%, ., -16.1%, ., ., ., -17.9%
Cc1ccc(COc2ccsc2-c2n[nH]c(=S)n2C)cc1
    1.1%, 1.6%, 0.0%, 0.0%, 0.4%, ., ., 4.8%, 6.6%
Cc1ccccc1NS(=O)(=O)c1ccc(C(=O)NCC(c2ccco2)N(C)C)cc1 (configuration not stated)
    -12.4%, 10.7%, 2.2%, ?, 1.2%, -12.7%, i, -1.5%, -7.5%
Cc1ccc(S(=O)(=O)N[C@H](C(=O)OCC(=O)NC(=O)Nc2ccc3c(c2)OCCO3)C(C)C)cc1
    -11.9%, 0.6%, 0.4%, 16.8%, 7.9%, 2.7%, i, -4.5%, 4.8%
COc1cc2c(cc1OC)C(c1ccc3c(c1)OCO3)CC(=O)N2 (configuration not stated)
    -1.7%, 1.6%[1.84 µM], 1.8%, ?, -29.6%, 2.2%, i, -10.3%, -7.0%
CC(C)NC(=O)CSc1cn(CC(=O)N2CCCCCC2)c2ccccc12
    -10.5%, -0.2%, 1.6%, ., 12.8%, ., ., ., -0.9%
Nn1cnnc1SCC(=O)Nc1ccc(C2CCCCC2)cc1
    -25.0%, -13.4%, -0.4%, -0.7%, 13.9%, 41.7%[activator], i, -0.7%, -4.3%
